High-throughput results as filed in PubChem BioAssay.
CBFb RUNX1 block: CBF-beta/RUNX1 interaction disruption | Q01196+Q13951 | AlphaScreen CBFb-His/RUNX1-biotin binding, biochemical | Potency, µM (highest dose often 59.8 µM), inactives show at the top dose activity, negative = inhibition, usual class: inhibitors | 230,000 tested, under 10 active | AID 1477; active means well fitted curve in the direction sought with a large enough effect; inconclusive means small, poorly fitted or top-dose-only effect, or effect the other way, or another doubt; inactive means no such curve, though single readings can be large or run the other way; further: % of control where 0% means no effect
Target sequence (Q01196 whole entry, looked up): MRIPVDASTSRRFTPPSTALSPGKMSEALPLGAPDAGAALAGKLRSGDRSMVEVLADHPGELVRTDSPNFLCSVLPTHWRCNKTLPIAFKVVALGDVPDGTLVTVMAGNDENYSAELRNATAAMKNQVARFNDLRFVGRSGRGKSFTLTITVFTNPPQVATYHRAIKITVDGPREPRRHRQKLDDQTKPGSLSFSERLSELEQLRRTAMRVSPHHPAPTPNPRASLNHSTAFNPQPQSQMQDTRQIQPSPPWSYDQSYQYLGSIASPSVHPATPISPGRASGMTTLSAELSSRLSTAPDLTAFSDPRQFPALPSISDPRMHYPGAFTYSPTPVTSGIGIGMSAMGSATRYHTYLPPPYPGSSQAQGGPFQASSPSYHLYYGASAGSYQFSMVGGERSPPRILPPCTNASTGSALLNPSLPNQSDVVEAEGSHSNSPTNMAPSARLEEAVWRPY
Target sequence (Q13951 whole entry, looked up): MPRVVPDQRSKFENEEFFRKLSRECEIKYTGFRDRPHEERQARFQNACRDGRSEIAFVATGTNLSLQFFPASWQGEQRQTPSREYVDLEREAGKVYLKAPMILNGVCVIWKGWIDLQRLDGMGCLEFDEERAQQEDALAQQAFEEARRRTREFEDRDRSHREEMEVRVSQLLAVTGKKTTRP
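AlphaScreen proximity signal reports loss of binding between His-tagged CBF-beta and biotin-labelled RUNX1, each at 30 nM. Proteins are pre-associated for 20 minutes, compounds added for 15 minutes, then beads for 90 minutes, all at ambient temperature.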
* marks the source's active call; other numbers are inactive results; ? = inconclusive; & = joins results of further samples. Only part of the results is shown; count on the stated rates, not on these rows.

| Molecule | CBFb RUNX1 block |
| --- | --- |
| COc1ccc(-c2c(C3C4C=CCC(C)C4C(=O)N3Cc3ccccc3)ccc3ccccc23)cc1 (centres undefined) | -14.1% |
| C=C1CC2C(=O)N(Cc3ccccc3)C(C(=O)OCC)(C(=O)OCC)C1N2C(=O)OC(C)(C)C (centres undefined) | 25.2% |
| O=C(NCc1ccccn1)C1(C(F)(F)F)CC(CCCO)CCCO1 (centres undefined) | 3.2% |
| CC(C)C[C@H](NC(=O)[C@H](CC(C)C)NC(=O)[C@H](Cc1ccccc1)NC(=O)[C@@H](N)CO)C(=O)N[C@@H](CCCNC(=N)N)C(=O)N[C@@H](CC(N)=O)C(=O)N1CCC[C@H]1C(=O)N[C@@H](CC(N)=O)C(=O)N[C@@H](CC(=O)O)C(=O)N[C@@H](CCCCN)C(=O)N[C@@H](Cc1ccc(O)cc1)C(=O)N[C@@H](CCC(=O)O)C(=O)N1CCC[C@H]1C(=O)N[C@@H](Cc1ccccc1)C(=O)O | 22.9% |
| CC[C@H](C)[C@H](NC(=O)[C@H](CC(=O)O)NC(=O)[C@H](CC(N)=O)NC(=O)[C@@H](NC(=O)[C@H](CCCNC(=N)N)NC(=O)[C@@H](NC(=O)[C@@H](NC(=O)[C@@H](NC(=O)[C@@H](NC(=O)[C@H](CCCCN)NC(=O)[C@@H](NC(=O)[C@H](CC(C)C)NC(=O)[C@@H](NC(=O)[C@H](CCCCN)NC(=O)[C@@H](NC(=O)[C@H](CC(=O)O)NC(=O)[C@H](CC(=O)O)NC(=O)[C@H](CCC(N)=O)NC(=O)[C@@H](NC(=O)[C@H](CCCCN)NC(=O)[C@H](CCC(N)=O)NC(=O)[C@@H](NC(=O)[C@@H]1CCCN1C(=O)[C@@H](N)C(C)C)[C@@H](C)CC)C(C)C)[C@@H](C)O)[C@@H](C)O)[C@@H](C)CC)[C@@H](C)O)[C@@H](C)CC)C(C)C)[C@@H](C)O)[C@@H](C)CC)C(=O)N[C@@H](CO)C(=O)N[C@@H](Cc1cnc[nH]1)C(=O)N[C@H](C(=O)N[C@@H](CCC(N)=O)C(=O)N[C@@H](CO)C(=O)N[C@H](C(=O)N[C@@H](CO)C(=O)N[C@@H](CO)C(=O)N[C@@H](CCCCN)C(=O)N[C@@H](CCC(N)=O)C(=O)N[C@@H](CCCCN)C(=O)O)C(C)C)[C@@H](C)O | ? |
| CC(C)OC(C)C | -0.3% |
| C[C@H]1C(=O)N(S(=O)(=O)c2ccc([N+](=O)[O-])cc2)[C@H]1c1ccc(F)cc1 | -8.7% |
| O[C@@H]1CCN2Cc3ccccc3N=C12 | 10.4% |
| CCN(CC)CCCCNc1ncc2cc(-c3cc(OC)cc(OC)c3)c(NC(=O)NC(C)(C)C)nc2n1 | 20.3% |
| COc1ccccc1C1=Nn2c(nnc2-c2ccccc2C)SC1 | -2.7%&-0.9% |
| COc1ccc(C2C3C=CCC(c4cccc(/C=C/c5ccccc5)c4)C3C(=O)N2Cc2ccccc2)cc1Cl (centres undefined) | -4.5% |
| CC(=O)Nc1ccn(C2CC3OCC(NC(=O)C(NC(=O)OC(C)(C)C)C(C)OCc4ccccc4)C3O2)c(=O)n1 (centres undefined) | 13.1% |

Next entries
| Molecule | CBFb RUNX1 block |
| --- | --- |
| CC[C@H](C)[C@H](NC(=O)[C@H](CCCNC(=N)N)NC(=O)[C@H](CCCNC(=N)N)NC(=O)[C@H](CC(C)C)NC(=O)[C@H](Cc1ccccc1)NC(=O)CNC(=O)CNC(=O)[C@@H](N)Cc1ccc(O)cc1)C(=O)N[C@@H](CCCNC(=N)N)C(=O)N1CCC[C@H]1C(=O)N[C@@H](CCCCN)C(=O)N[C@@H](CC(C)C)C(=O)N[C@@H](CCCCN)C(=O)N[C@@H](Cc1c[nH]c2ccccc12)C(=O)N[C@@H](CC(=O)O)C(=O)N[C@@H](CC(N)=O)C(=O)N[C@@H](CCC(N)=O)C(=O)O | 5.0% |
| CC1C(=O)N(S(=O)(=O)c2ccc([N+](=O)[O-])cc2)[C@H]1c1ccc2ccccc2c1 (some centres undefined) | -7.7% |
| CCCCCCCCCCCCCCCCOC[C@H](COP(=O)([O-])OCC[N+](C)(C)C)OC(=O)CCCCCCCC(=O)O | -7.4% |
| COc1cc(OC)cc(-c2nnc3n2N=C(c2ccc(OC)c(OC)c2)CS3)c1 | -16.9% |
| O=C(NCCN1CCOCC1)C1(C(F)(F)F)CC(CCCO)CCCO1 (centres undefined) | 8.7% |
| OC1OC[C@H](O)[C@H](O)[C@H]1O (some centres undefined) | 8.7% |
| COc1ccc(C2C=C3CNS(=O)(=O)C3CC2OC(=O)c2cccs2)cc1 (centres undefined) | -4.7% |
| CC(=O)N[C@@H](CC(C)C)C(=O)N[C@@H](CC(C)C)C(=O)N[C@H](C=O)CCCN=C(N)N | ? |
| CC(=O)c1ccc(Nc2c3ccccc3cc3occc23)cc1 | 17.9% |
| COC(=O)C1=C[C@@H](C(=O)OC)C2C3=C(C(=O)[C@@]2(CC(C)C)NC(=O)c2ccccc2)[C@H](C)n2c(=O)n(C)c(=O)n2[C@@H]3C1 (some centres undefined) | 10.6% |
| O=C1COCCN1 | 20.3% |
| COc1cc(OC)cc(-c2nnc3n2N=C(c2ccccc2OC)CS3)c1 | -10.4% |

Nothing new here: entries from further up.
| Molecule | CBFb RUNX1 block |
| --- | --- |
| COc1ccc(C2C=C3CNS(=O)(=O)C3CC2OC(=O)c2cccs2)cc1 (centres undefined) | -4.7% |
| CC(=O)N[C@@H](CC(C)C)C(=O)N[C@@H](CC(C)C)C(=O)N[C@H](C=O)CCCN=C(N)N | ? |
| CC(=O)c1ccc(Nc2c3ccccc3cc3occc23)cc1 | 17.9% |
| COC(=O)C1=C[C@@H](C(=O)OC)C2C3=C(C(=O)[C@@]2(CC(C)C)NC(=O)c2ccccc2)[C@H](C)n2c(=O)n(C)c(=O)n2[C@@H]3C1 (some centres undefined) | 10.6% |
| O=C1COCCN1 | 20.3% |
| COc1cc(OC)cc(-c2nnc3n2N=C(c2ccccc2OC)CS3)c1 | -10.4% |

Next results follow.
| Molecule | CBFb RUNX1 block |
| --- | --- |
| CC(C)C[C@H](NC(=O)[C@@H](N)Cc1ccccc1)C(=O)N[C@@H](Cc1ccccc1)C(=O)N[C@@H](CCC(N)=O)C(=O)N1CCC[C@H]1C(=O)N[C@@H](CCC(N)=O)C(=O)N[C@@H](CCCN=C(N)N)C(=O)N[C@@H](Cc1ccccc1)C(N)=O | 13.7% |
| C=CCOC(=O)C(=C)C | 2.2% |
| Nc1sc2c(c1C(=O)c1ccc(Cl)cc1)CCCC2 | -6.9% |
| NC(=O)N/N=C/c1ccc(Oc2ccc(F)cc2)cc1 | 3.3% |
| C=C1C(=O)OC2C=C(C)CCC=C(C)CCC12 (centres undefined) | -3.0% |
| CCN(CC)CCC(c1ccc(N(C)C)cc1)c1c(OC)cc(OC)c2c(C)cc(=O)oc12 (centres undefined) | -26.8% |
| CCC1(c2ccc(O)cc2)NC(=O)NC1=O (centres undefined) | 8.4% |
| O=C1C[C@@H](c2ccc3ccccc3c2)N1S(=O)(=O)c1ccccc1[N+](=O)[O-] | 10.0% |
| COc1ccc(-c2cc(C3C4C=CCCC4(C)C(=O)N3Cc3ccccc3)ccc2F)cc1 (centres undefined) | 24.5% |
| CCOC(=O)C1=CN(C(=O)OC(C)(C)C)C(CN2C(=O)COCC2=O)C1 (centres undefined) | ? |
| CC(=O)N[C@H]1CSSC[C@@H](C(=O)N2CCC[C@H]2C(=O)N2CCC[C@H]2C(=O)N[C@@H](CCCCN)C(=O)N[C@@H](CC(=O)O)C(N)=O)NC(=O)CNC(=O)[C@H](Cc2c[nH]c3ccccc23)NC(=O)[C@H](CCCNC(=N)N)NC(=O)[C@@H](Cc2ccc3ccccc3c2)NC(=O)[C@H](Cc2cnc[nH]2)NC(=O)[C@H](CCC(=O)O)NC1=O | 11.3% |
| CC(C)(CCCCCCCCCCC(C)(C)CC(=O)O)CC(=O)O | -0.6% |

(more compounds)
| Molecule | CBFb RUNX1 block |
| --- | --- |
| NC(=O)C1CCCN1C(=O)C(Cc1cnc[nH]1)NC(=O)C1CCC(=O)N1 (centres undefined) | 0.7% |
| CC(=O)c1ccc(C2CC34CN(Cc5cccc(Cl)c5)S(=O)(=O)C3CC2O4)cc1 (centres undefined) | 7.6% |
| C[C@@H]1C(=O)O[C@H]2C[C@@]34[C@H]5C[C@@H](C(C)(C)C)[C@]36[C@H](OC(=O)[C@H]6O)O[C@]4(C(=O)O5)[C@]21O | 4.3% |
| CCOc1ccccc1-c1nnc2n1N=C(c1ccc(OC)cc1)CS2 | 0.3% |
| COc1ccc(-c2ccc(OC)c(C3C4C=CCC(C)C4C(=O)N3Cc3ccccc3)c2)cc1OC (centres undefined) | -1.8% |
| CCCN1CCC(=O)N(C(CSc2ccc(OC)cc2)c2ccccc2)CC1 (centres undefined) | -17.0% |
| NCCCC[C@H](NC(=O)[C@H](CCCN=C(N)N)NC(=O)[C@H](CO)NC(=O)[C@H](CCCN=C(N)N)NC(=O)[C@@H](N)Cc1ccc(O)cc1)C(=O)N[C@@H](Cc1ccc(O)cc1)C(=O)N[C@@H](CO)C(=O)N[C@@H](CO)C(=O)N[C@@H](Cc1c[nH]c2ccccc12)C(=O)N[C@@H](Cc1ccc(O)cc1)C(=O)O | -20.0% |
| CC[C@H](C)[C@H](NC(=O)[C@H](Cc1ccc(O)cc1)NC(=O)[C@@H](NC(=O)[C@H](CCCN=C(N)N)NC(=O)[C@@H](N)CC(=O)O)C(C)C)C(=O)N[C@@H](Cc1cnc[nH]1)C(=O)N1CCC[C@H]1C(=O)N[C@@H](Cc1ccccc1)C(=O)N[C@@H](Cc1cnc[nH]1)C(=O)N[C@@H](CC(C)C)C(=O)O | 20.3% |
| CCCC[C@H](NC(=O)[C@@H]1CCCN1C(=O)[C@H]1CCCN1C(=O)[C@H](Cc1ccccc1)NC(=O)[C@@H](Cc1c[nH]c2ccccc12)NC(=O)[C@H](C)NC(=O)[C@H](CCCN=C(N)N)NC(=O)OC(C)(C)C)C(N)=O | 11.7% |
| CCCC[C@H](NC(=O)[C@H](CC(C)C)NC(=O)CNC(=O)[C@@H](NC(=O)[C@H](Cc1ccccc1)NC(=O)[C@H](CO)NC(=O)[C@@H](N)CC(=O)O)C(C)C)C(N)=O | 11.0% |
| C=C1/C(=C\C=C2\CCCC3(C)C2CCC3C(C)/C=C/C(O)C2CC2)CC(O)CC1O (centres undefined) | 13.2% |
| N#Cc1ccc(NCCNCC(=O)N2N=CCC2C#N)nc1 (centres undefined) | 8.0% |

Other records:
| Molecule | CBFb RUNX1 block |
| --- | --- |
| CC1(C)CCC[C@@](C)([C@H]2CC[C@]3(C)[C@@H]2[C@H](O)CC2[C@@]4(C)CC[C@H](O)C(C)(C)[C@@H]4[C@@H](O)C[C@]23C)O1 (some centres undefined) | 8.9% |
| C=C1CCN(C(CC(C)C)C(=O)NCc2cc(OC)c(OC)c(OC)c2)S(=O)(=O)c2ccccc21 (centres undefined) | 26.6% |
| CC(C)c1onc(-c2c(Cl)cccc2Cl)c1COc1ccc(/C=C/c2cccc(C(=O)O)c2)c(Cl)c1 | -4.0% |
| C[C@H](C(=O)O)c1ccc2cc(O)ccc2c1 | -8.9% |
| O=C1NN(C(=O)Nc2ccc(Br)cc2)C(c2ccccc2)C1c1ccccc1 (centres undefined) | 8.0% |
| CC(=O)O[C@@H]1[C@@H](O)CN[C@@H]1Cc1ccccc1 | 10.7% |
| CC(C)C[C@H](NC(=O)[C@H]1O[C@@H]1C(=O)O)C(=O)NCCCCN=C(N)N | ? |
| O=C(O)CN(CC(=O)O)c1ccccc1OCCOc1ccccc1N(CC(=O)O)CC(=O)O | -39.8% |
| c1cc(-c2cnn3cc(-c4ccc(OCCN5CCCCC5)cc4)cnc23)ccn1 | 16.7% |
| COc1cccc(C2=Nn3c(nnc3-c3ccc(OC)c(OC)c3)SC2)c1 | 17.6% |
| NC(N)=NCCC[C@H](N)C(=O)N1CCC[C@H]1C(=O)N1CCC[C@H]1C(=O)NCC(=O)N[C@@H](Cc1ccccc1)C(=O)N[C@@H](CO)C(=O)N1CCC[C@H]1C(=O)N[C@@H](Cc1ccccc1)C(=O)O | 16.3% |
| CC(=O)Nc1ccn(C2OC(C(COC(C)=O)NC(=O)C3CCCN3C(=O)OC(C)(C)C)C(OC(C)=O)C2OC(C)=O)c(=O)n1 (centres undefined) | 2.4% |

The list goes on:
| Molecule | CBFb RUNX1 block |
| --- | --- |
| Cc1noc(C)c1-c1ccc2ncnc(NCc3ccc(C(F)(F)F)cc3)c2c1 | 2.2% |
| COC(=O)C1=C[C@@H](C(=O)OC)C2C3=C(C(=O)C24CCCCC4)[C@H](C)n2c(=O)n(-c4ccccc4)c(=O)n2[C@@H]3C1 (some centres undefined) | 7.1% |
| CC(C)C[C@H](NC(=O)[C@H](Cc1ccccc1)NC(=O)CNC(=O)[C@H](CCC(=O)O)NC(=O)[C@H](CCCNC(=N)N)NC(=O)[C@H](C)NC(=O)[C@H](C)NC(=O)[C@@H](N)CC(=O)O)C(=O)N[C@@H](CC(=O)O)C(=O)N[C@H](C(=O)N[C@@H](CC(C)C)C(=O)N[C@H](C(=O)N[C@H](C(=O)N[C@@H](CC(C)C)C(=O)N[C@@H](Cc1cnc[nH]1)C(=O)N[C@@H](CCCNC(=N)N)C(=O)N[C@@H](C)C(=O)NCC(=O)N[C@@H](C)C(=O)N[C@@H](CCCNC(=N)N)C(=O)O)C(C)C)C(C)C)[C@@H](C)O | -0.6% |
| COc1ccc(-c2cc(=O)c3c(O)cc(O)c(-c4cc(-c5cc(=O)c6c(O)cc(OC)cc6o5)ccc4OC)c3o2)cc1 | 6.1% |
| CNC(=S)NCCCCc1cnc[nH]1 | 16.3% |
| Cc1[nH]c(/C=C2\C(=O)Nc3ccc(S(=O)(=O)N(C)c4cccc(Cl)c4)cc32)c(C)c1C(=O)N1CCN(C)CC1 | -23.1% |
